Screening data from PubChem.
D1 PAM: enhances dopamine response at the human D1 receptor; potentiation, % at 10 µM; HEK293 TREx D1 cells, calcium flux, dopamine EC20 potentiation; actives 0.036% (n = 360,000); AID 504651; in the data active = potentiation above about 30%; also: 0% is about no effect
Target sequence (P21728 whole entry, looked up): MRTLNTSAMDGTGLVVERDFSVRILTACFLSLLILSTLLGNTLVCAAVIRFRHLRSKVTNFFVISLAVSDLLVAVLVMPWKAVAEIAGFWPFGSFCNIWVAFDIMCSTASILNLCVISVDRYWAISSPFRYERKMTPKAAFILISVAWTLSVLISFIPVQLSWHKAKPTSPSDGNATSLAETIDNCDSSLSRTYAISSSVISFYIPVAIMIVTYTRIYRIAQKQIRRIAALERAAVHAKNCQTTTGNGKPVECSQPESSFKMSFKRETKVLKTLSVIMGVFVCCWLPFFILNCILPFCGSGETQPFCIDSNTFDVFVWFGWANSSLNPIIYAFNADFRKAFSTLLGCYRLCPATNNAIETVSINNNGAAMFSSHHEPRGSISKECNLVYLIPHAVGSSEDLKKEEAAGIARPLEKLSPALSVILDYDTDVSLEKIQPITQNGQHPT
D2 potentiator: positive allosteric modulators of human D2 dopamine receptor. P14416. HEK293 T-REx D2, calcium flux, EC20 dopamine potentiation. potentiation, % at 10 µM. actives 0.34% (n = 340,000). AID 485347;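 active = potentiation over 3 SD above the plate norm, cut at about 30% in these data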; also: 0% is about no effect
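Cells plated with tetracycline inducer and held overnight at 30 C; calcium dye loaded 30–90 min at room temperature; baseline taken, compound added and read 180 s; EC20 dopamine then added and read 180 s.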
RXFP1 antag: antagonists of human relaxin receptor RXFP1; actives 0.59% (n = 350,000); HEK293-RXFP1, relaxin-stimulated cAMP HTRF, 30 min; active compounds read low; activity change, negative = inhibition, % at 57.5 µM;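 active = activity change of -60% or lower, but not beyond a set lower limit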; also: % is scaled to controls: 0 for no effect and ±100 for the full control effect
D1 antagonist: antagonists of human D1 dopamine receptor; AID 504652; P21728; activity change, negative = inhibition, % at 10 µM; actives 3.2% (n = 360,000); HEK293 TREx D1 cells, calcium flux, dopamine EC80; active compounds read low; in the data active = activity change below about -30%; also: % is scaled to controls: 0 for no effect and ±100 for the full control effect
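Tetracycline-induced HEK293 Trex D1 cells, force-coupled to calcium, dye-loaded; compounds added and read 180 s, then EC80 dopamine added and calcium flux tracked kinetically another 180 s.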
D2 agonist: activates the human D2 dopamine receptor | HEK293 T-REx D2 cells, calcium flux agonist mode | AID 485358 | activation, % at 2 µM | P14416 | actives 0.53% (n = 340,000);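 active = activation over 3 SD above normal in the single-dose calcium agonist read, cut at about 30% in these data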; also: 0% is about no effect
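HEK293 Trex D2 cells, tetracycline-induced, o/n 30 C 5% CO2; no-wash Ca dye, RT 30–90 min; 10-cycle baseline, 23 nl cpd added, kinetic Ca read 180 s; agonist hits = positive Ca response.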
TRHR PAM: TRH receptor (human) allosteric enhancement | TRHR cells, fluo-8 calcium fluorescence, EC20 TRH enhancement | actives 0.66% (n = 360,000) | P34981 | AID 493056 | enhancement, % at 2 µM; in the data active = enhancement above about 30%; also: 0% is about no effect
Target sequence (P34981 whole entry, looked up): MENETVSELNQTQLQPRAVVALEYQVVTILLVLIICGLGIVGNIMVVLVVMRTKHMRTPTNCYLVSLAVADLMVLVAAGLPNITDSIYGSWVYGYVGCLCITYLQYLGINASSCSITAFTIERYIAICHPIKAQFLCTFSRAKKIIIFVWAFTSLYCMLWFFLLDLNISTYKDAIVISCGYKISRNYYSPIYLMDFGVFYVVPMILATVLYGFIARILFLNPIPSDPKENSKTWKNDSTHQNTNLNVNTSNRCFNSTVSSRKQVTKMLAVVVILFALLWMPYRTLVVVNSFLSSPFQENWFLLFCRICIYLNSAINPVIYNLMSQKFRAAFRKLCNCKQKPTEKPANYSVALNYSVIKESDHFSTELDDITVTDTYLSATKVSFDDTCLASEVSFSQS
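TRHR-expressing cells loaded with fluo-8 calcium dye were read kinetically (ex 480/em 530) during compound addition, then stimulated with an EC20 of TRH (10 nM final). Enhancement of the Gq-mediated intracellular calcium response was scored.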
TRHR agonist: activates the human TRH receptor; actives 0.18% (n = 360,000); TRHR cells, calcium flux fluo-8, FDSS agonist mode; activation, % at 2 µM; also: 0% is about no effect
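Read-out: compound-evoked intracellular calcium rise in TRHR cells, fluo-8 dye, kinetic FDSS fluorescence at 1 s/cycle following a 10-cycle baseline. Cells cultured overnight before dye loading (30 min–1.5 h, RT).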
D2 antagonist: antagonizes the human D2 dopamine receptor. P14416. HEK293 TREx D2 cells, calcium flux, dopamine EC80. inhibition, % at 10 µM. actives 2% (n = 340,000). AID 485344; in the data active = inhibition above about 30%; also: 0% is about no effect
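Tetracycline-induced HEK293 TREx cells expressing D2 receptor forced-coupled to calcium signalling, loaded with no-wash calcium dye. Compounds added and calcium flux read 180 s, then dopamine added at EC80 and read a further 180 s.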
D1 ag: human D1 receptor agonism; P21728; HEK293 T-REx D1 cells, calcium flux, agonist mode; activation, % at 2 µM; actives 1% (n = 360,000); AID 504660; also: 0% is about no effect
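Tetracycline-induced HEK293 TREx D1 cells, force-coupled to calcium signalling, were dye-loaded with a no-wash calcium kit. Compound was pin-added after a 10 s baseline. Fluorescence was read kinetically at 1 cycle/s for 180 s, with calcium rises flagged as agonism.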
* marks the source's active call; other numbers are inactive results; . = no result given. Rule as the data show it, unless noted: active = activation above about 30%; inactive = the rest.

SMILES	D1 PAM	D2 potentiator	RXFP1 antag	D1 antagonist	D2 agonist	TRHR PAM	TRHR agonist	D2 antagonist	D1 ag
CC(=O)Nc1ccc(-n2c(C)ccc2C)cc1	2	13	1	6	-0.2	1	1.3	-10	2
COc1ccc(CN2CCCC(C(=O)Nc3cccc(-n4cccn4)c3)C2)cc1 (configuration not stated)	-4	-24	-18	-53*	-0.2	3	-0.1	79*	13
O=C(O)Cn1cnc2c(oc3ccccc32)c1=O	-6	12	-9	7	0.6	11	0.0	-11	2
O=C1CN(C(=O)COC(=O)c2ccccc2Br)c2ccccc2N1	.	-9	-13	-16	-0.6	1	-0.6	9	22
CCCCNC(=O)CSc1nc2cc3c(cc2c(=O)n1CCCC(=O)NCc1ccc2c(c1)OCO2)OCO3	-2	-18	-10	2	1.2	-2	-0.4	.	-1
Cc1csc(N/N=C/c2ccccn2)n1	0	3	3	2	1.2	-2	0.2	-4	2
O=[N+]([O-])c1ccccc1S(=O)(=O)N1CCN(Cc2ccccc2)CC1	11	0	5	5	5.3	2	0.2	-3	1
Cc1ccc(S(=O)(=O)N2CCC(C(=O)Nc3ccc(Oc4ccccc4)cc3)CC2)cc1	-1	-8	-5	-2	-0.2	4	0.7	.	6
Cc1nc(NC(=S)NC(=O)c2ccco2)sc1C(=O)N(C)C	1	2	-10	0	-0.3	-2	-1.4	-5	3
O=C(c1ccc(S(=O)(=O)NCC2CCCO2)cc1)N1CCc2ccccc21 (configuration not stated)	-6	6	13	-51*	-0.4	0	-0.5	-14	13
CCOc1ccc(/C=C2\SC(=S)N(NC(=O)c3ccncc3)C2=O)cc1OC	-4	-1	11	11	0.9	-4	1.0	11	2
O=C(O)C1C2C=CC3(CN(CC(O)COc4ccccc4)C(=O)C13)O2 (configuration not stated)	-3	-13	7	2	0.5	1	2.4	-9	4
O=C(Cc1ccccc1)NNC(=S)NC(=O)c1cccnc1	0	12	-15	-14	0.7	7	0.6	-14	1
Nc1scc[n+]1Cc1cccc2cccnc12	-1	-8	-4	0	-0.2	-4	0.2	1	5
COc1cc2c(cc1OC)-c1cc(NCc3ccccn3)nc(=O)n1CC2	-3	-1	4	-21	0.0	1	-0.2	-23	0
CC(C)NC(=O)C1(O)c2ccccc2NC(=O)N1c1ccc(Cl)c(Cl)c1 (configuration not stated)	2	4	11	-28	0.4	-4	-0.1	10	2
CCC(=O)Nc1cccc(C2=NOC3(C2)C[C@@H](C(N)=O)N(C(=O)CC(c2ccccc2)c2ccccc2)C3)c1 (some centres not stated)	-4	2	.	0	0.1	4	-0.1	16	3
C=C(C)c1cccc(C(C)(C)NC(=O)N2CCN(CC)CC2)c1	-9	-18	4	-1	0.0	-6	-0.2	-14	0
CCOC(=O)CSc1nnc(Cc2cc(=O)[nH]c(=O)[nH]2)n1-c1ccc(Cl)cc1	-4	-16	15	5	0.0	-3	0.8	-4	1
CC(SC1=NCCN1S(=O)(=O)c1ccccc1)c1ccccc1 (configuration not stated)	-5	-2	9	-7	-2.1	-6	0.1	9	7
Oc1ccc2ccccc2c1C1Nc2cccc3cccc(c23)N1	-1	14	1	.	0.4	1	0.0	-13	0
CCCc1cc(-c2nc(-c3ccc(Cl)cc3)cs2)ccn1	2	-8	-6	22	-0.3	8	0.0	.	7
CCOc1ccc(CCNC(=O)CN2C(=O)COc3ccc(S(=O)(=O)N4CCOCC4)cc32)cc1	-6	5	-5	-69*	0.6	0	1.3	2	1
O=C(NC1CCCCC1)C(c1cccs1)N(Cc1cccs1)C(=O)c1ccco1 (configuration not stated)	-7	12	19	1	0.0	7	-0.5	1	12
Cc1ccc2c(c1)c1c3n2CC(=C2C(=O)OC(C)(C)OC2=O)NC3CCC1 (configuration not stated)	-4	-6	13	-18	0.0	-3	1.5	8	-4
NC(=O)c1cc(C(=O)Cc2ccccc2)c[nH]1	-3	.	-10	-12	.	7	0.8	.	2
COc1ccc([C@H]2[C@H](C(=O)C(C)(C)C)N3N=Cc4ccccc4C3C23C(=O)OC(C)(C)OC3=O)cc1 (some centres not stated)	-4	-3	.	-4	-0.2	-6	-0.5	-10	0
O=C(CSc1nnc(-c2ccc3c(c2)OCO3)o1)Nc1ncc(C(F)(F)F)cc1Cl	8	6	-4	-10	-0.8	-5	0.2	-6	2
Cc1ccc(-n2nc(C)c(Sc3ccccc3[N+](=O)[O-])c2N)cc1	2	-5	-22	-2	0.8	3	-0.4	1	1
C=CCn1c(=O)c2ccccc2n2c(=S)[nH]nc12	-4	5	5	25	-0.6	4	0.3	0	2
C/C(=N\NC(=O)Cc1cccn1C)c1cccs1	0	0	-2	6	1.1	-2	0.3	8	0
Cc1cc(C)c2ccc(C(=O)O)nc2c1O	-3	.	-5	-17	.	19	0.2	.	1
COc1cc(CNC(C)C)c(Br)cc1OC1CCCC1	-10	.	-36	-49*	.	-1	0.4	.	8
CC(NC(=O)c1cc(=O)[nH]c2ccccc12)c1ccc(F)cc1F (configuration not stated)	3	.	-13	0	.	4	-0.1	.	3
CC1CCCC(NC(=O)CSC2CCCCC2)C1C (configuration not stated)	5	5	-9	22	0.1	-4	0.5	-2	7
CC(C)NC(=O)CN(CCc1ccccc1)S(C)(=O)=O	5	5	-16	4	1.3	1	-0.2	1	2
COc1ccc(-n2cnnc2SCC(=O)Nc2ccc(N3CCOCC3)cc2)cc1	2	11	-5	9	-0.7	-2	-0.2	10	5
O=C(NCC1CCCO1)C1CCCN(S(=O)(=O)c2ccc(Cl)cc2)C1 (configuration not stated)	-10	9	5	0	1.2	0	0.4	3	1
O=C(Nc1ccc2nc(SCCOc3ccccc3)sc2c1)c1cccs1	-2	-2	.	2	0.7	-1	0.8	.	7
O=C(O)CCC(=O)N1CCc2cc(S(=O)(=O)N(CCc3ccccc3)Cc3ccccc3)ccc21	-6	7	-18	-4	0.9	1	-0.2	-8	-1
CCOC(=O)[C@H]1[C@H]2COc3ccc(Cl)cc3[C@@H]2N2C(=O)CN(Cc3ccc(C)cc3)C(=O)[C@@]12C	-6	-3	.	.	-0.1	-7	-0.3	-14	-2
CN1CCN(CCc2nc3cc(NC(=O)COc4ccccc4)ccc3n2C)CC1	-1	5	6	6	0.8	-7	0.2	24	2
CCOc1ccc(C(=O)N(Cc2ccccc2)c2cccc(C)c2)cc1OC	-3	2	-37	6	0.9	2	-1.5	0	0
COC(=O)c1[nH]c2ccccc2c1NC(=O)/C=C/c1ccc2c(c1)OCO2	-5	3	-15	-14	4.6	2	-1.4	11	2
Cc1ccccc1C(=O)Nc1ccc(NC(=O)c2cccs2)cc1	-2	7	-4	-22	0.1	-5	1.3	.	5

An excerpt of these results, bar-delimited:
structure | D1 PAM | D2 potentiator | RXFP1 antag | D1 antagonist | D2 agonist | TRHR PAM | TRHR agonist | D2 antagonist | D1 ag
COc1cc(CNC(C)C)c(Br)cc1OC1CCCC1 | -10 | . | -36 | -49* | . | -1 | 0.4 | . | 8
O=C(Nc1ccc2nc(SCCOc3ccccc3)sc2c1)c1cccs1 | -2 | -2 | . | 2 | 0.7 | -1 | 0.8 | . | 7
O=C(NCC1CCCO1)C1CCCN(S(=O)(=O)c2ccc(Cl)cc2)C1 (configuration not stated) | -10 | 9 | 5 | 0 | 1.2 | 0 | 0.4 | 3 | 1

Structures above with a furan ring, fused or not (three):
SMILES	D1 PAM	D2 potentiator	RXFP1 antag	D1 antagonist	D2 agonist	TRHR PAM	TRHR agonist	D2 antagonist	D1 ag
O=C(O)Cn1cnc2c(oc3ccccc32)c1=O	-6	12	-9	7	0.6	11	0.0	-11	2
Cc1nc(NC(=S)NC(=O)c2ccco2)sc1C(=O)N(C)C	1	2	-10	0	-0.3	-2	-1.4	-5	3
O=C(NC1CCCCC1)C(c1cccs1)N(Cc1cccs1)C(=O)c1ccco1 (configuration not stated)	-7	12	19	1	0.0	7	-0.5	1	12

Next section:
SMILES	D1 PAM	D2 potentiator	RXFP1 antag	D1 antagonist	D2 agonist	TRHR PAM	TRHR agonist	D2 antagonist	D1 ag
Cc1ccc(-c2noc(CCC(=O)N3CCCC3)n2)cc1	-1	-4	-11	-2	-0.4	1	0.7	13	1
COc1ccc(OC)c(-c2nc3cc4ccccc4cc3nc2-c2ccccc2)c1	10	6	-1	14	0.1	5	0.4	0	2
Cc1nc(-c2ccc(S(=O)(=O)N3CCN(c4ccccc4)CC3)cc2)co1	-2	-3	4	-4	-0.3	-1	0.1	-14	2
CCc1ccc(CN2C(=O)c3ccccc3C2C(=O)NCCc2ccc(OC)c(OC)c2)cc1 (configuration not stated)	1	7	-6	4	0.5	-4	-0.6	.	-2
CC1CC(C)(C)NC(=S)N1CCCC(=O)Nc1ccc(Br)cc1 (configuration not stated)	-5	-4	9	-3	-2.5	-7	-0.4	-18	1
COCc1cc(C2C(C(=O)c3ccco3)=C(O)C(=O)N2CCOCCO)ccc1O (configuration not stated)	-2	-4	-7	-18	-0.5	-3	0.8	7	2
CCc1ccc(C(=O)c2cn(CC(=O)Nc3cc(OC)ccc3OC)c3ccc(Cl)cc3c2=O)cc1	4	-25	.	33	0.6	3	0.0	.	1
CNC(=O)c1c(NC(=O)c2ccco2)sc2c1CCC2	-3	10	-8	-7	0.9	0	-0.3	-4	0
CCC(C)C1Nc2ccc(C(=O)NCc3ccc4c(c3)OCO4)cc2NC1=O (configuration not stated)	-1	0	-7	-4	-2.0	1	-1.3	3	2
COc1ccc(C)cc1N(C(=O)c1snc(C(N)=O)c1N)C(C(=O)NC1CCCC1)c1ccc(F)cc1 (configuration not stated)	4	.	6	5	2.7	-7	-0.2	22	2
CC1COC2C(O1)N(S(C)(=O)=O)CCN2S(C)(=O)=O (configuration not stated)	-5	16	5	-9	-3.6	5	-0.4	-10	2
C=CCn1c(=O)c2ccccc2n2c(SC(C)C(N)=O)nnc12 (configuration not stated)	-6	9	-1	-6	-1.1	45*	-0.5	-18	2
COc1ccc(C(CNC(=O)CCNC(=O)c2ccc(Br)cc2)N2CCOCC2)cc1 (configuration not stated)	-2	-2	3	15	-0.3	0	-0.1	-1	-1
CC(C(=O)NC1CCCCC1)N1CCN(S(=O)(=O)c2cccs2)CC1 (configuration not stated)	-14	-1	14	-24	-0.1	-10	-0.6	-18	2
COc1ccc(NC(=O)CN2CCN(CC(=O)Nc3ccc(OC)c(OC)c3)CC2)cc1	-12	4	-12	-5	0.9	12	1.2	7	2
O=C(CCc1nnc(Cc2ccc3c(c2)OCO3)o1)NCCc1ccccc1Cl	0	-2	12	10	-0.4	2	-1.0	10	1
O=C(COC(=O)C1CCCCC1)Nc1cc([N+](=O)[O-])ccc1F	-1	-1	2	-8	4.1	-6	0.9	14	2
COc1ccc(OC)c(N(CC(=O)Nc2ccc3c(c2)OCCO3)S(C)(=O)=O)c1	2	-2	7	5	-0.5	-8	-0.3	-12	2
O=C(c1ccc2c(c1)N(Cc1ccccc1)C(=O)c1ccccc1S2(=O)=O)N1CCCC1	-2	2	-7	1	1.6	-4	-0.4	.	0
